Assay outcomes deposited in PubChem by The Scripps Research Institute Molecular Screening Center.
GPR151 ag: activators of human GPR151; activation, % at 11.2 µM; Q8TDV0; 1% of 650,000 active; PathHunter beta-arrestin GPR151 cells, luminescence; in the data active = activation above about 4.9%;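 note: 0% = median of compound wells and 100% = cells with positive control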
FBW7 activator: human FBW7 E3 ligase activation, primary screen; Q969H0; AlphaScreen FBW7–phospho-cyclin E peptide binding, activator screen; normalized activity (activation), % at 26.1 µM; 0.13% of 650,000 active; AID 1259310; in the data active = normalized activity above about 1.9%;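 note: purified mutant Fbw7 with reduced substrate affinity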
Target sequence (Q969H0 whole entry, looked up): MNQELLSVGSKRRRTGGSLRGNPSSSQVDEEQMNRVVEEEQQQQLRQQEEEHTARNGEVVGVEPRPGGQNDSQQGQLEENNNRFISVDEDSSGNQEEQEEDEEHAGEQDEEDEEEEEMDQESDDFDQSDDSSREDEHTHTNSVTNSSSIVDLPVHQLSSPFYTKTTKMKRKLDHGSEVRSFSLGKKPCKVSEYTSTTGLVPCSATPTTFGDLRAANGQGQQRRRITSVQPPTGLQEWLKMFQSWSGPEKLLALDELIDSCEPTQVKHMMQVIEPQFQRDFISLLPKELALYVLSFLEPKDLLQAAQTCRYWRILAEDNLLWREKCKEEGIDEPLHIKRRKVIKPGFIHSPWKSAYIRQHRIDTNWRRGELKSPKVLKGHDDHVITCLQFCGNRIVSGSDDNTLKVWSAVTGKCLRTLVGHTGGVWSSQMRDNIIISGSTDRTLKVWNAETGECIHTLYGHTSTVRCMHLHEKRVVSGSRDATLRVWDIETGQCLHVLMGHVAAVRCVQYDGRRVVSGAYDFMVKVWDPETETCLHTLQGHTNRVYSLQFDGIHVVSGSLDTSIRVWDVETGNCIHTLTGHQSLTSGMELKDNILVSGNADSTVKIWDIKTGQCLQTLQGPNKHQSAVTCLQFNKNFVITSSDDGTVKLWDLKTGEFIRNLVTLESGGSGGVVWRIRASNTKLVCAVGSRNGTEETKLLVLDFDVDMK
MITF inh: human MITF inhibition, primary screen; O75030; AlphaScreen MITF homodimerization, bead proximity signal; inhibition, % at 2.6 µM; 0.91% of 650,000 active; in the data active = inhibition above about 50%;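 note: 0% = vehicle wells with protein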
TEAD-YAP block: TEAD-YAP interaction inhibition; HEK-TIYL cells, TEAD-Gal4/YAP UAS-luciferase luminescence; inhibition, % at 9.12 µM; 1.4% of 640,000 active; in the data active = inhibition above about 32%;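 note: 0% = median of test compound wells and 100% = reference inhibitor wells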
* marks the source's active call; other numbers are inactive results.

1) C=CCN1C(=O)C(O)(CC(=O)c2ccc(OC)c([N+](=O)[O-])c2)c2ccccc21 (stereo unspecified)
2) CN(c1ccccc1)S(=O)(=O)c1ccc(C(=O)OCC(=O)C(C)(C)C)cc1
3) CCOc1nc(C#N)nc(N2CCCCC2)n1
4) N#CC1=C(N)Oc2n[nH]c(-c3cccs3)c2C12C(=O)N(CC(=O)O)c1ccccc12 (stereo unspecified)
5) CC(=O)NCCc1csc(-c2ccccc2)n1
6) COc1ccc(OC)c(NC(=O)c2cc(S(=O)(=O)N3CCN(c4ccccc4Cl)CC3)ccc2F)c1
7) O=C(O)C1NC(c2cc(Cl)ccc2O)C2C(=O)N(c3ccccc3)C(=O)C12 (stereo unspecified)
8) COc1ccc(OC)c(NC(=O)CCNS(=O)(=O)c2ccc3[nH]c(=O)ccc3c2)c1

Assay by compound,1,2,3,4,5,6,7,8
GPR151 ag,-0.2,0.3,1.0,-1.1,-0.3,-0.9,2.5,-0.6
FBW7 activator,0.1,0.1,-0.1,-0.2,0.2,0.0,0.5,-0.1
MITF inh,-3.1,17.8,-0.6,-13.1,1.9,15.7,11.7,5.4
TEAD-YAP block,1.3,-11.4,18.1,-4.3,-9.4,-7.5,5.8,-1.4

The list goes on; the last 2 above are carried over.
7) O=C(O)C1NC(c2cc(Cl)ccc2O)C2C(=O)N(c3ccccc3)C(=O)C12 (stereo unspecified)
8) COc1ccc(OC)c(NC(=O)CCNS(=O)(=O)c2ccc3[nH]c(=O)ccc3c2)c1
9) CCCCSc1nnc2c(n1)OC(c1ccc(-c3ccc([N+](=O)[O-])cc3)o1)Nc1ccccc1-2 (stereo unspecified)
10) O=C(COc1ccccc1)Nc1ccc(F)c(F)c1F
11) CCOc1cc(S(=O)(=O)N2CCN(c3ccccc3)CC2)ccc1Br
12) Cc1ccccc1-c1nc2cc(NC(=O)c3cc([N+](=O)[O-])ccc3Cl)ccc2o1
13) COc1ccc(N2CC(O)(c3ccc(OC)c(OC)c3)[N+]3=C2CCCC3)cc1 (stereo unspecified)
14) CCNC(=O)/C(C#N)=C/c1c(Oc2cccc(C)c2C)nc2c(C)cccn2c1=O
15) Cc1occc1-c1nnc(SCC(=O)Nc2cccc(Cl)c2)n1C
16) CC(C)N(C(=O)Cc1ccccc1[N+](=O)[O-])C(C)C

Assay by compound,7,8,9,10,11,12,13,14,15,16
GPR151 ag,2.5,-0.6,-0.5,0.0,4.4,0.3,-0.8,-0.2,-0.7,-1.5
FBW7 activator,0.5,-0.1,-0.2,-0.1,-0.1,-0.1,0.2,0.0,0.0,0.0
MITF inh,11.7,5.4,-6.8,6.7,-0.6,-10.2,11.7,2.8,-1.1,-2.7
TEAD-YAP block,5.8,-1.4,-17.9,-6.9,-6.1,33.3*,4.7,35.3*,-2.9,-1.8

17) CN1CCN(C(=O)c2ccc(-c3ncc(C(=O)NCCc4ccc(O)cc4)s3)cc2)CC1
18) CN(Cc1ccc(F)cc1)c1ccc(OCC(=O)N2CCCCC2c2cccnc2)nn1 (stereo unspecified)
19) Cc1ccccc1CN1CCN2C(=O)[C@H](CC(C)C)NC(=O)[C@H]2C1
20) CCOc1cc(C(=O)N2CCN(C)CC2)cc(OCC)c1OCC
21) Cc1ccc(NC(=O)C(C)NS(=O)(=O)c2ccc(F)cc2)c(C)c1 (stereo unspecified)
22) Cc1ccccc1N(C)S(=O)(=O)c1ccc(Cl)cc1
23) CC(=O)N1CCc2cc(S(=O)(=O)N3CCN(c4cccc(Cl)c4)CC3)ccc21
24) COc1ccc(N2C(SC)=NC(=Nc3ccccc3)C23CCCCC3)cc1

Assay by compound,17,18,19,20,21,22,23,24
GPR151 ag,-0.1,0.4,-0.6,0.0,-0.2,-1.2,-0.8,0.2
FBW7 activator,-0.1,0.1,-0.2,0.3,0.0,-0.1,-0.1,0.0
MITF inh,-7.8,0.5,-1.1,0.6,-1.8,15.6,-11.2,1.8
TEAD-YAP block,3.8,5.3,13.8,11.9,-0.1,2.2,-5.0,-0.1

25) N#C/C(=C/c1cn(CCC(=O)O)nc1-c1ccc(Br)cc1)C(N)=O
26) Cc1ccc(NC(=S)NCc2ccccn2)cc1
27) CCCNC(=O)c1ccnc(-c2ccc(N3CCN(C)CC3)cc2)c1
28) COc1ccccc1N(CC(=O)Nc1cc(C)ccc1C)S(=O)(=O)c1ccc(C)cc1
29) CCc1ccccc1NC(=O)COc1ccc(Cl)cc1
30) COCCNC(=O)Cn1ncc2ccsc2c1=O
31) O=C(CSc1nc2[nH]ncc2c(=O)n1-c1ccccc1)Nc1ccc([N+](=O)[O-])cc1Cl
32) Cc1ccccc1C(=O)Nc1c(C(=O)N2CCCC2)cnn1-c1ccccc1

Assay by compound,25,26,27,28,29,30,31,32
GPR151 ag,-0.6,1.3,0.3,-0.2,-0.9,-0.5,-0.6,0.3
FBW7 activator,-0.1,-0.1,0.0,0.5,0.0,0.1,-0.1,0.1
MITF inh,-1.0,-4.8,11.6,22.6,-10.7,-17.3,-2.2,-12.0
TEAD-YAP block,-4.9,-11.8,-2.8,11.5,-17.1,-18.4,15.3,-4.2

33) CCC(c1n[nH]c(=S)n1-c1ccccc1)N(C)C (stereo unspecified)
34) CC(C)c1ccc(OCc2ccc(C(=O)N(C)C)o2)cc1
35) N#Cc1ccccc1NC(=O)CSc1nsc(SCC(=O)Nc2ccccc2C#N)n1
36) COC(=O)C1=C(C)OC(N)=C(C#N)C1c1ccc([N+](=O)[O-])cc1 (stereo unspecified)
37) CCCCc1nnc(NC(=O)CSc2nc(C)cc(=O)[nH]2)s1
38) CC(C)N(CCNc1nc(Nc2cnccn2)nc2c1ncn2C(C)C)C(C)C
39) CCOc1ccccc1/C=C1/C(=O)NN(c2ccc(Br)cc2)C1=O
40) CCCCC(Sc1nc(-c2ccc(OC)cc2)nc2c1c(=O)n(C)c(=O)n2C)C(=O)O (stereo unspecified)

Assay by compound,33,34,35,36,37,38,39,40
GPR151 ag,2.7,1.6,2.0,-0.2,2.6,0.4,1.0,-1.2
FBW7 activator,-0.1,0.0,0.0,0.1,0.3,-0.1,0.2,0.2
MITF inh,10.4,-2.6,5.9,2.5,11.1,9.8,4.1,15.9
TEAD-YAP block,-10.3,-79.3,-7.8,5.0,3.1,27.8,11.3,-3.4

41) O=C(NCCCNC1CCCCC1)c1ccc(/C=N/O)nc1
42) CCCCOc1ccc(CO[C@@H]2[C@H]3OC(C)(C)O[C@H]3O[C@@H]2C(O)CO)cc1 (stereo partly specified)
43) CC1(CCC(=O)NCc2csc(-c3ccccc3)n2)CCC(=O)N1 (stereo unspecified)
44) CCOC(=O)c1sc(NC(=O)C(C)Sc2nnc(CNC(=O)c3cccc(F)c3)n2C2CCCCC2)c(C(=O)OCC)c1C (stereo unspecified)
45) CCN1CCN(CCCN2C(=O)C3C(C(=O)Nc4cccc(C)c4)C4C=CC3(O4)C2C(=O)NC2CCCC(C)C2C)CC1 (stereo unspecified)
46) O=C(COc1ccc(Oc2ccccc2)cc1)Oc1ccc(Br)cc1
47) CC1=C(C(=O)OCC2CCCO2)C(c2ccc(C)o2)C2=C(CC(C)(C)CC2=O)N1 (stereo unspecified)
48) O=C(COc1ccc2c3c(c(=O)oc2c1)CCC3)OCc1ccccc1

Assay by compound,41,42,43,44,45,46,47,48
GPR151 ag,-0.3,0.0,1.0,0.1,-0.1,0.1,-0.3,1.2
FBW7 activator,-0.1,-0.3,0.0,-0.1,-0.1,0.1,-0.2,0.0
MITF inh,5.4,1.4,-5.0,-6.8,-12.2,-7.7,8.2,7.7
TEAD-YAP block,1.1,3.7,-11.9,-6.8,6.9,10.2,9.8,-5.4

49) CC(=O)C1=C(C)NC(SCC(N)=O)=C(C#N)C1c1cccc([N+](=O)[O-])c1 (stereo unspecified)
50) CCCCCCCCc1nc(SC(C)C(=O)O)n[nH]1 (stereo unspecified)
51) COc1ccc(CN2CCN(Cc3cc(F)cc(F)c3)CC2CCO)c(F)c1 (stereo unspecified)
52) Cc1ccc(CN(C)C(=O)CC2C(=O)NCCN2Cc2ccc(F)c(F)c2)cc1 (stereo unspecified)
53) CC1(C)CC2CC(C)(CN2C(=O)CSCC(=O)O)C1 (stereo unspecified)
54) CC(=O)OCc1c(OC(C)=O)ccc2c(COC(C)=O)c(OC(C)=O)ccc12
55) CCOC(=O)C1=C(C)N=c2s/c(=C\c3cc(Br)c(O)c(Br)c3)c(=O)n2C1c1ccc2c(c1)OCO2 (stereo unspecified)
56) O=C(OC1C(C2COC3(CCCCC3)O2)OC2OC3(CCCCC3)OC21)c1cccc([N+](=O)[O-])c1 (stereo unspecified)

Assay by compound,49,50,51,52,53,54,55,56
GPR151 ag,9.3*,0.3,-0.7,-0.1,1.0,-0.5,-0.1,0.1
FBW7 activator,0.1,0.3,0.0,0.1,-0.1,0.0,-0.1,0.2
MITF inh,12.9,13.4,-21.7,-4.7,-6.1,-7.6,-4.8,-18.5
TEAD-YAP block,0.2,1.0,1.7,-3.1,-2.6,7.1,-5.0,-6.5

57) COc1cccc(C(=O)NC2CCN(C(=S)NCCc3ccccc3)CC2)c1
58) COC(=O)C1=C(C)NC2=C(C(=O)CC(c3ccc(OC)c(OC)c3)C2)C1c1cc(OC)c(OC)c(OC)c1 (stereo unspecified)
59) Cc1ccc(CN(C)Cn2nc3c(Cl)cc(Cl)cn3c2=S)o1
60) CCOC(=O)CSc1ccc(C(=O)N2CC(C)CC(C)C2)cc1[N+](=O)[O-] (stereo unspecified)
61) COc1cc([N+](=O)[O-])cc2c1NC(c1cccc(Cl)c1Cl)C1CC=CC21 (stereo unspecified)
62) CN(C)CC(C)(O)c1ccc2c(c1)CN(C(=O)c1ccc(Oc3ccccc3)o1)CCO2 (stereo unspecified)
63) CC(Sc1nc2ccccc2c(=O)[nH]1)C(=O)O (stereo unspecified)
64) CCC(=O)N1CCc2cc(S(=O)(=O)NCC3CCCN3CC)ccc21 (stereo unspecified)

Assay by compound,57,58,59,60,61,62,63,64
GPR151 ag,-1.0,-1.2,-0.5,0.0,-0.3,-0.6,1.5,0.8
FBW7 activator,0.0,0.6,0.6,-0.1,0.1,0.1,0.1,0.0
MITF inh,-9.7,8.5,13.2,-4.5,10.0,1.0,11.5,3.8
TEAD-YAP block,0.3,9.2,16.0,7.1,2.8,11.4,10.8,7.3

65) Cc1ccc(C(=O)Nc2cccc3cccnc23)cc1Cl
66) Cc1cccc(NC(=O)CN2C(=O)C(CC(=O)Nc3ccc(F)cc3)Nc3ccccc32)c1 (stereo unspecified)
67) Cc1ccc(CN(CC(=O)N2CCN(c3ccc(F)cc3)CC2)S(=O)(=O)c2ccccc2)cc1
68) Cc1cc(NC(=O)CN2CCN(c3cccc(Cl)c3)CC2)no1
69) O=C(N/N=C/c1cccc2cccnc12)c1ccc(Cl)cc1
70) CCOC(=O)C1=NNC(C(=O)c2ccc(Cl)cc2)C1c1ccc(OC)cc1 (stereo unspecified)
71) CCCCN(C)Cc1c(O)ccc2c(=O)c(-c3ccc(Cl)cc3)c(C(F)(F)F)oc12
72) Cc1cc(C)cc(OCC(=O)N2N=C(c3ccncc3)CC2(O)C(F)(F)F)c1 (stereo unspecified)

Assay by compound,65,66,67,68,69,70,71,72
GPR151 ag,-0.5,0.1,-0.1,2.3,-1.3,0.5,-0.5,3.9
FBW7 activator,0.1,0.0,0.0,0.0,0.1,-0.2,0.0,0.0
MITF inh,-6.5,12.4,0.5,-3.8,37.0,-7.3,-1.2,10.5
TEAD-YAP block,11.0,0.1,-16.1,0.6,24.8,-3.9,1.3,-1.1

Taken from above, six compounds:
64) CCC(=O)N1CCc2cc(S(=O)(=O)NCC3CCCN3CC)ccc21 (stereo unspecified)
65) Cc1ccc(C(=O)Nc2cccc3cccnc23)cc1Cl
66) Cc1cccc(NC(=O)CN2C(=O)C(CC(=O)Nc3ccc(F)cc3)Nc3ccccc32)c1 (stereo unspecified)
67) Cc1ccc(CN(CC(=O)N2CCN(c3ccc(F)cc3)CC2)S(=O)(=O)c2ccccc2)cc1
68) Cc1cc(NC(=O)CN2CCN(c3cccc(Cl)c3)CC2)no1
69) O=C(N/N=C/c1cccc2cccnc12)c1ccc(Cl)cc1

Assay by compound,64,65,66,67,68,69
GPR151 ag,0.8,-0.5,0.1,-0.1,2.3,-1.3
FBW7 activator,0.0,0.1,0.0,0.0,0.0,0.1
MITF inh,3.8,-6.5,12.4,0.5,-3.8,37.0
TEAD-YAP block,7.3,11.0,0.1,-16.1,0.6,24.8
